HP1b chromo inh: inhibitors of HP1-beta chromodomain binding to methylated histone tails. P83916. Potency, µM (top dose mostly 114 µM), inactives show at the top dose activity change, negative = inhibition, usual class: inhibitors. AlphaScreen HP1-beta / biotin-H3K9me3 peptide binding. actives 0.56% (n = 390,000); note: potency is the fitted concentration of half-maximal effect; nearly all actives have a fitted effect of over 70% in size; inactives centre near 23
Target sequence (P83916 whole entry, looked up): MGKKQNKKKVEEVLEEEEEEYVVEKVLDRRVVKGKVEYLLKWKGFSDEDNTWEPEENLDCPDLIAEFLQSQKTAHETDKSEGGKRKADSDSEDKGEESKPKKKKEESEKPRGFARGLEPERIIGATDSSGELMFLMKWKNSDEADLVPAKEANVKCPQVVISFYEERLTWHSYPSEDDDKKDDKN
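AlphaScreen: HP1-beta (50 nM) preformed 30 min with biotin-H3(1-18)K9me3 peptide (50 nM) in PBS pH 7.4, 0.01% Tween-20. Compound added for 30 min at RT, then streptavidin donor/nickel chelate acceptor beads (10 ug/mL) for 30 min.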
TrxR1 inh: rat TrxR1 inhibition; O89049; recombinant rTrxR1, NADPH fluorescence consumption, selenite substrate; Potency, µM (highest dose often 114 µM), without a hit: at the top dose activity change, negative = inhibition, actives largely listed as inhibitors; actives 1% (n = 390,000); AID 588453; note: potency is the fitted concentration of half-maximal effect; % is set by controls: 0 for no effect and ±100 for the full control effect; nearly all actives have a fitted effect of over 65% in size
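Rat TrxR1 (90 nM in the dispensed reagent) was pre-reduced with 400 uM NADPH for 5 min at room temperature, then incubated with compound for 15 min. After 400 uM selenite was added, NADPH fluorescence (Ex 340/Em 450 nm) was followed for 8 min.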
PI4K2A block: blocks human PI4K2A kinase activity | Q9BTU6 | purified PI4K2A, ADP-Glo luminescence, 1 h; hits give low values | activity change, negative = inhibition, % at 76.9 µM | actives 0.13% (n = 420,000) | AID 1346378; in the data active = activity change below about -50%; inconclusive = mostly about -30% to -49%;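 note: -100% = wells without enzyme as full effect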
Target sequence (Q9BTU6 whole entry, looked up): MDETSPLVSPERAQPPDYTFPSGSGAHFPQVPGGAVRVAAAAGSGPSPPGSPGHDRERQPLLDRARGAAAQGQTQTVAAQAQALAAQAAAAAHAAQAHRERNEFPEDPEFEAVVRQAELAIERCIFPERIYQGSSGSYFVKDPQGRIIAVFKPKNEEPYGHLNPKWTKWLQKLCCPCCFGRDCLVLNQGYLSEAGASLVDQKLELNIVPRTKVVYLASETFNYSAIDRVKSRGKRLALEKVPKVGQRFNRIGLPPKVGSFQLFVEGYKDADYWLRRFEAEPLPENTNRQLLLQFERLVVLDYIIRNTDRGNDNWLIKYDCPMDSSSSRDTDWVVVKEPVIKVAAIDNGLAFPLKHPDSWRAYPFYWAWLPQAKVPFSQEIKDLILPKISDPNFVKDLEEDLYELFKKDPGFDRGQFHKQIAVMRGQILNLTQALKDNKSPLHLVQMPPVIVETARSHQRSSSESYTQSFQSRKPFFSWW
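PI4K2A activity was measured by ADP-Glo luminescence: enzyme (4 ug/mL stock) and phosphatidylinositol (1.2 mM stock) in Tris pH 7.5/MgCl2/EGTA/Triton X-100 buffer were reacted with ATP (300 microM stock) for one hour at ambient temperature.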
GLS inhibitor: blocks human kidney-isoform glutaminase activity; Potency, µM (doses to about 45.5 µM), without a hit: at the highest dose activity change, negative = inhibition, actives largely listed as inhibitors; O94925; AID 624170; GLS enzymatic activity, qHTS titration; actives 0.21% (n = 410,000); note: potency is the fitted concentration of half-maximal effect; % is set by controls: 0 for no effect and ±100 for the full control effect
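Read-out is an Amplex red fluorescence increase coupled through glutamate oxidase and HRP, measured before and after 30 min room-temperature incubation. hKGA is in 45 mM KH2PO4 (pH 8.2) with 0.02% Tween-20; glutamine added as 1mM solution.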
Pin1 inhibitor: inhibitors of human Pin1; Q13526; Pin1 FP peptide displacement, HiFluor488, 10 min; Potency, µM (series often up to 115 µM), for inactives: at the top dose activity, negative = inhibition, actives largely listed as inhibitors; actives 0.009% (n = 390,000); AID 504891; active = well fitted inhibition curve with a large enough effect in the polarisation, with a control signal flat, not every such curve was filed as active; inconclusive = small, poorly fitted or top-dose-only effect, or effect the other way, or a change in a side signal; inactive = no such curve, though single readings can be large or run the other way; the % refers to the polarisation; note: potency is the fitted concentration of half-maximal effect; % is set by controls: 0 for no effect and ±100 for the full control effect
Tb PGK inh: T. brucei PGK inhibition; PGK/GAPDH coupled, Kinase-Glo luminescence, 60 min; P07378; Potency, µM (titrated, usually from 57.5 µM), for the others: at the highest dose activity change, negative = inhibition, usual class: inhibitors; actives 0.043% (n = 380,000); note: potency is the fitted concentration of half-maximal effect; % is set by controls: 0 for no effect and ±100 for the full control effect; nearly all actives have a fitted effect of over 60% in size
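Recombinant glycosomal PGK reaction used 1,3-bisphosphoglycerate generated in-well by GAPDH (100nM final) in 100mM TEA pH 7.6, 5mM MgCl2, 0.01% Tween-20. After 60 minutes at room temperature, ATP was read by Kinase-Glo Plus luminescence end-point.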
USP1 inh: blocks the human USP1/UAF1 deubiquitinase complex; Potency, µM (top dose mostly 57.1 µM), inactives show at the top dose activity change, negative = inhibition, hits mostly inhibitors; recombinant USP1/UAF1, Ub-Rhodamine cleavage fluorescence; actives 0.23% (n = 390,000); note: potency is the fitted concentration of half-maximal effect; % is set by controls: 0 for no effect and ±100 for the full control effect; nearly all actives have a fitted effect of over 60% in size; inactives centre near -12
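Step one: compound is pinned into 1nM USP1/UAF1 in HEPES pH 7.8 buffer with TCEP. Step two: 15 min room-temperature incubation. Step three: Ub-Rho (150nM final) starts cleavage, tracked by fluorescence over six one-minute reads.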
TrxR1 substrate: rat thioredoxin reductase 1 substrate activity. purified TrxR1 substrate turnover, NADPH consumption readout. Potency, µM (series often up to 114 µM), without a hit: top-dose activity change, negative = substrate turnover. actives 0.01% (n = 390,000). AID 588456; note: potency is the fitted concentration of half-maximal effect; % is set by controls: 0 for no effect and ±100 for the full control effect; nearly all actives have a fitted effect of over 50% in size
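Rat TrxR1, dispensed at 90 nM, was prereduced with 400 uM NADPH (final) for 5 min at ~22 deg C, then incubated with compound 15 min before 400 uM selenite. A first-read NADPH fluorescence drop versus no-compound background flagged substrates.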
IDH1 R132H inh: inhibitors of human mutant IDH1 R132H; O75874; IDH1-R132H enzyme, NADPH consumption, diaphorase/resazurin fluorescence; Potency, µM (series often up to 76.6 µM), inactives show at the top dose activity change, negative = inhibition, hits mostly inhibitors; actives 0.093% (n = 390,000); AID 602179; note: potency is the fitted concentration of half-maximal effect; % is set by controls: 0 for no effect and ±100 for the full control effect; nearly all actives have a fitted effect of over 65% in size
Target sequence (O75874 whole entry R132H, stated change not applied): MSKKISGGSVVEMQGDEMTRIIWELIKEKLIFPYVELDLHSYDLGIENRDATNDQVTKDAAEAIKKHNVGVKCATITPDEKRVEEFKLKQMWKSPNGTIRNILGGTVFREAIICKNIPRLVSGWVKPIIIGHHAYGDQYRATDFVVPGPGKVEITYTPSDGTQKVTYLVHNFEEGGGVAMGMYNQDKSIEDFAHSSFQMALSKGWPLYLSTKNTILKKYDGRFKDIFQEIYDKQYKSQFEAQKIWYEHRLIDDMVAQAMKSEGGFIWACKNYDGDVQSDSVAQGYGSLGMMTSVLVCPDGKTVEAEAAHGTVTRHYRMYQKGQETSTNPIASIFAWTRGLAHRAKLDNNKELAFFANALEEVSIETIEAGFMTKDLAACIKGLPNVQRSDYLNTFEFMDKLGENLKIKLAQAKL
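IDH1-R132H (0.5 ug/mL dispensed) in pH 7.5 Tris buffer was preincubated 30 min with compound, then given a substrate mix of 0.016 mM NADPH and 2 mM alpha-KG for 80 min at room temperature; remaining NADPH was read by diaphorase/resazurin fluorescence.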
Numbers without * were called inactive; i = inactive; ? = inconclusive; nt = no result given; [ ] = remark or other dose. Unless noted, calls come from the whole dose curve; as a rule, active = well fitted curve in the direction sought with a large enough effect; inconclusive = small, poorly fitted or top-dose-only effect, or another doubt; inactive = no such curve, though single readings can be large; an effect the other way counts as inactive or inconclusive. Some of the compounds tested; the hit share may differ from the screen's.

Sequence of screens – HP1b chromo inh	TrxR1 inh	PI4K2A block	GLS inhibitor	Pin1 inhibitor	Tb PGK inh	USP1 inh	TrxR1 substrate	IDH1 R132H inh
O=C(CSc1nc2c(sc3ccccc32)c(=O)n1CCCN1CCOCC1)NCC1CCCO1 (stereo unspecified)
    22%	16%[57.1 µM]	0	-6%	12%	-6%	-5%	4%[57.1 µM]	1%
Cc1ccc(-n2c(SCC(=O)OC(C)C)nnc2-c2cnccn2)cc1
    4%	-1%	-1	2%	-4%	5%	-17%	-1%	0%
COc1ccc(-c2nnc(SCC(=O)Nc3ccc(F)cc3)s2)cc1
    25%[57 µM]	19%[57.1 µM]	-4	-6%	6%	i	1%	16%[57.1 µM]	-6%
CN(C)CCc1cc2c(c3c1ccc1ccccc13)OCO2
    ?	24%	-5	9%	-6%	i	-11%	20%	5%
CCOC(=O)[C@@H]1CSCCS(=O)(=O)N1
    40%[activator]	23%	2	1%	1%	2%	-19%	3%	-5%
CS(=O)(=O)N(CC(=O)Nc1ccc(Br)cc1)C1CCCCC1
    42%[activator]	16%[57.1 µM]	4	-7%	-8%	-1%	-13%	-2%[57.1 µM]	6%
C=CCN(c1ccccc1)S(=O)(=O)c1cc(C(=O)NC2=NCCS2)ccc1Cl
    31%	26%	5	-15%	-6%	-4%	-10%	-7%	8%
CCOc1ccc(CCNC(=O)CN2CCN(Cc3ccc(F)cc3)C2=O)cc1OCC
    38%[activator]	-10%	-4	1%	-3%	i	-1%	-11%	2%
COC(=O)c1cccc(Nc2nn3c(=O)c4cc5c(cc4nc3s2)OCO5)c1
    15%	16%	-4	-6%	-3%	7%	-14%	5%	0%
COc1ccccc1/C=C/c1nc2ccc(OC(C)=O)cc2c(=O)o1
    32%	12%[2.29 µM]	1	3%	3%	-11%	-15%	2%[57.1 µM]	0%
CCOC(=O)N1CCC(NS(=O)(=O)c2cc(Br)cc3c2N(C(=O)CC)CC3)CC1
    26%	6%	-5	13%	4%	1%	4%	1%	-10%
Cc1nc2ccc(S(=O)(=O)NC(C(=O)NCc3cccs3)C(C)C)cc2s1 (stereo unspecified)
    12%	25%	-3	2%	-3%	-10%	?	10%	7%
O=C(COC(=O)CCc1nc2ccccc2c(=O)[nH]1)NCc1ccc(F)cc1
    12%	12%	-3	5%	3%	-4%	-15%	0%	5%
CCCN(C)C[C@@H]1Oc2ncc(Br)cc2C(=O)N([C@@H](C)CO)C[C@H]1C
    nt	nt	-7	2%	nt	-6%	?	nt	0%
COc1cccc(Nc2nc(-c3ccc4c(c3)OCCO4)cs2)c1
    -16%	12%[57.1 µM]	1	0%	27%	-6%	-12%	-9%	1%
Cc1cc(=O)oc2cc(OCC(=O)N(C)C3CCS(=O)(=O)C3)c(Cl)cc12 (stereo unspecified)
    36%[activator]	1%	-11	6%	-3%	-7%	-2%	11%	13%
O=S(=O)(NC1CCCCC1N1CCN(c2ccc(F)cc2)CC1)c1ccc(Cl)cc1 (stereo unspecified)
    4%	23%[57.1 µM]	4	20%	6%	3%	-1%	5%[57.1 µM]	-8%
O=C1N=c2ccccc2=C1c1c(O)n(-c2cccc(F)c2)[nH]c1=O
    ?	-8%	-18	?	nt	6%	2%	-2%	-4%
CCOc1ccc(CNC(=O)CC(C)n2nc(C)cc2C)cc1OC (stereo unspecified)
    27%	13%[57.1 µM]	4	7%	3%	10%	10%	1%[57.1 µM]	14%
CC1=C(/C=C/C(=O)O)C(C)(C)CCC1
    -2%	21%	-1	-1%	-3%	i	-8%	7%	12%
Cc1ccc(S(=O)(=O)NC(C(=O)Oc2ccc3c(C(F)(F)F)cc(=O)oc3c2)c2ccccc2)cc1 (stereo unspecified)
    39%[activator]	-5%	0	5%	-8%	5%	-3%	5%	0%
C=CCNC(=O)NC(=O)COC(=O)c1nc2nccc(C)n2n1
    32%	-16%	2	-8%	-1%	-3%	-15%	-8%	2%
Cc1ccc(S(=O)(=O)N2CCN(Cc3cccc(C)c3O)CC2)cc1
    33%	-4%	-7	13%	3%	-2%	-23%	-1%	-4%
O=c1[nH]c2ccc(N=Cc3c(O)ccc4cc(Br)ccc34)cc2[nH]1
    0%	0%[57.1 µM]	1	-21%	?	-3%	-13%	-6%	13%
CCOC(=O)C1CCN(c2c(N3CCN(Cc4ccccc4)CC3)c(=O)c2=O)CC1
    54%[activator]	5%	-2	0%	3%	1%	-9%	-5%	4%
O=c1[nH]c2cccc(Cl)c2c2ccccc12
    nt	nt	-6	-1%	nt	-2%	-22%	nt	4%
COc1cccc(N(C(=O)c2snc(C(N)=O)c2N)C(C(=O)NCC2CCCO2)c2cccs2)c1 (stereo unspecified)
    -13%	23%	-5	8%	-1%	-5%	?	18%	-8%
Cc1ccc2oc(=O)c3cnn(CC(=O)N4CCc5ccccc5C4)c3c2c1
    63%[activator]	17%[57.1 µM]	-3	-3%	3%	-2%	-19%	9%[57.1 µM]	11%
Cc1ccccc1CCN(C(=O)c1csnn1)C(C(=O)NC1CCCC1)c1ccncc1 (stereo unspecified)
    20%	13%	12	10%	-20%	-3%	-17%	-1%	0%
CC1CCc2sc(C(=O)N/N=C/C3CCCCC3)cc2C1 (stereo unspecified)
    25%	-6%	0	3%	0%	-1%	-16%	-10%	1%

Later entries.
Sequence of screens – HP1b chromo inh	TrxR1 inh	PI4K2A block	GLS inhibitor	Pin1 inhibitor	Tb PGK inh	USP1 inh	TrxR1 substrate	IDH1 R132H inh
O=C(CC1NCCc2ccccc21)Nc1cccc(Cl)c1 (stereo unspecified)
    31%	4%[57.1 µM]	-12	0%	-1%	0%	-14%	1%[57.1 µM]	3%
NC(=O)COC(=O)C12CC3CC(CC(O)(C3)C1)C2
    -5%	25%	-2	-4%	0%	8%	-12%	14%	0%
CCOC(=O)Cn1c(=NC(=O)c2cccs2)sc2cc(C(=O)OC)ccc21
    24%	18%	-1	-9%	1%	-5%	-15%	21%	6%
CCOc1ccc(CN2CCN(S(=O)(=O)c3ccc(NC(C)=O)cc3)CC2)cc1OC
    ?	-8%	-2	-13%	-1%	-2%	-7%	7%	3%
COc1cccc(-c2cc3nc4c(c(N5CCC6(CC5)OCCO6)n3n2)CCC4)c1
    43%[activator]	79%[activator]	1	-2%	3%	i	-23%	36%[activator]	17%
Cn1nccc1NC(=O)NC(=O)c1c(Cl)cccc1Cl
    30%[activator]	24%	0	10%	-9%	5%	2%	3%	0%
COC(OC)c1ccc(C#N)c(SCc2ccccc2)n1
    111%[activator]	11%	-3	-2%	2%	-5%	-9%	2%	15%
CC(=O)c1cccc(NC(=O)c2cc3sc(Cl)cc3n2C)c1
    13%	-5%	1	-11%	24%	-8%	-10%	1%	16%
COc1ccc(Nc2oc(COc3ccc(OC)cc3)nc2C#N)cc1
    ?	-34%	3	-5%	-3%	-2%	-17%	-8%	6%
CCNC(=O)C(=O)Nc1ccc(OC)c(Cl)c1
    11%	25%[57.1 µM]	1	7%	2%	i	-20%	-14%[57.1 µM]	4%
S=c1[nH]nc(-c2cc(-c3ccccc3)n[nH]2)n1/N=C/c1c(Cl)cccc1Cl
    6%	-2%[11.4 µM]	-1	-12%	?	-10%	-14%	-1%[11.4 µM]	-17%
CCn1c(SCC(=O)Nc2ccc3c(c2)OCCO3)nc2c(c1=O)SC(C)C2 (stereo unspecified)
    -9%	?	4	9%	-7%	-4%	-2%	-19%	-10%
CC(=O)NC(Cc1cccc(F)c1)C(=O)NC1CCN(C(=O)c2cccc(C)c2)CC1 (stereo unspecified)
    51%[activator]	5%	3	2%	-4%	i	-27%	-1%	15%
O=S1(=O)NCC23CCC(CC21)O3 (stereo unspecified)
    14%	3%	nt	nt	-1%	nt	nt	-1%	nt
CCOc1ccc(C(=O)/C=C/c2ccccc2C(F)(F)F)cc1
    27%	9%	0	3%	?	nt	-10%	7%[57.1 µM]	0%
COc1cc2cc(C(=O)N3CCN(c4ccccc4OC)CC3)[nH]c2cc1OC
    18%	-4%[57.1 µM]	-3	21%	-2%	-10%	-18%	3%[57.1 µM]	-8%
CC(NC(=O)CCCN1C(=O)c2ccccc2C1=O)c1ccc2c(c1)CCCC2 (stereo unspecified)
    31%	17%	4	-2%	-1%	-6%	-7%	4%	0%
CN(Cc1ccccc1)C(=O)c1[nH]cnc1C(=O)NCC(=O)OCc1ccccc1
    60%[activator]	-14%	-4	15%	-18%	-3%	14%	-12%	0%

3 records drawn at random from those above, as already listed:
Sequence of screens – HP1b chromo inh	TrxR1 inh	PI4K2A block	GLS inhibitor	Pin1 inhibitor	Tb PGK inh	USP1 inh	TrxR1 substrate	IDH1 R132H inh
CCNC(=O)C(=O)Nc1ccc(OC)c(Cl)c1
    11%	25%[57.1 µM]	1	7%	2%	i	-20%	-14%[57.1 µM]	4%
O=C(CC1NCCc2ccccc21)Nc1cccc(Cl)c1 (stereo unspecified)
    31%	4%[57.1 µM]	-12	0%	-1%	0%	-14%	1%[57.1 µM]	3%
NC(=O)COC(=O)C12CC3CC(CC(O)(C3)C1)C2
    -5%	25%	-2	-4%	0%	8%	-12%	14%	0%

Screens from PubChem.
